CDK5 p35 inh: inhibitors of human CDK5/p35 kinase, primary screen, biochemical, single concentration. Recombinant CDK5/p35, ADP-Glo luminescence, 60 min. inhibition, % at 10 µM. hit rate 0.01% among 330,000. AID 488839, 2010;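 active means highest replicate inhibition of at least 50% and at least 75% of replicates reaching 50%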;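 further: plate controls were DMSO neutral control for no effect and GW8510 at 10 µM for full effect; many of its hits are not listed in these tables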
SR-BI DiI inh: inhibitors of SR-BI mediated HDL lipid uptake, primary screen, ldlA[mSR-BI] cells, fluorescence, single point; Scavenger receptor class B member 1 (Mus musculus), Q61009; ldlA[mSR-BI] CHO cells, DiI-HDL uptake fluorescence, 3 h; inhibition, % at 12.5 µM; hit rate 0.96% among 320,000;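 active means mean replicate inhibition of at least 70% and a set share of replicates each scoring 70 or more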;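 further: 0% = median of neutral control wells and 100% = median of positive control wells; values of inactives mirror those of a sister screen read the other way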
Target sequence (Q61009 whole entry, looked up): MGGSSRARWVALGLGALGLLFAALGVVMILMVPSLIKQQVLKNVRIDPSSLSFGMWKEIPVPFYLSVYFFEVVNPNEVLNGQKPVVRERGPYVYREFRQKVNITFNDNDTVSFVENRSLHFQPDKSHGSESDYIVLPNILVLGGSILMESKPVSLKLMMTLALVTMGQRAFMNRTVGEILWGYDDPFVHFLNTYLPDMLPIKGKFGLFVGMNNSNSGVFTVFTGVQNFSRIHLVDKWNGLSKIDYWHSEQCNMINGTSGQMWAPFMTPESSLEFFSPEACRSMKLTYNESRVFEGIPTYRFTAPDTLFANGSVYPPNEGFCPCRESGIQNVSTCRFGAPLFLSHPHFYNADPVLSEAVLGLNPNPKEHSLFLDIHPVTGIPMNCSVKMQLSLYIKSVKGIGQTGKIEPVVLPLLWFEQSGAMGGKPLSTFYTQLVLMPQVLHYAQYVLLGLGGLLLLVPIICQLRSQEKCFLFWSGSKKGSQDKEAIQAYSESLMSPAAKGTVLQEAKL
NSD2 inh: NSD2 histone methyltransferase inhibitors, primary screen, biochemical, AlphaScreen, single concentration, set 2 | NSD2 peptide methylation, 120 min | inhibition, % at 12.5 µM | hit rate 0.54% among 310,000; in the data active means inhibition above about 50%
MITF TRPM1 HTS: activators of MITF-driven TRPM1 promoter reporter, primary screen, cell-based, SK-MEL-5, luciferase, single point. SK-MEL-5 TRPM1-promoter luciferase, 24 h; % of positive control, neutral wells = 0. activation, % at 12.5 µM. hit rate 0.75% among 300,000;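 active means mean activation of at least 80% with every replicate also reaching 80%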;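 further: 0% = neutral control wells and 100% = parthenolide positive control wells; values of inactives mirror those of a sister screen read the other way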
PvdQ acylase: P. aeruginosa PvdQ acylase inhibitors, primary screen, biochemical, fluorescence, plate reader and imaging, single point; PvdQ acylase [Pseudomonas aeruginosa LESB58]; purified PvdQ acylase; inhibition, % at 10 µM; hit rate 0.063% among 340,000; AID 488965, 2010; in the data active means inhibition above about 30%, passing the limit was not always enough;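 further: 0% = vehicle neutral wells and 100% = reference inhibitor wells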
HTR5A inv ag: HTR5A inverse agonists in luminescence cell assay, primary screen, counter-screen for OPRM1-OPRD1 heterodimer inverse agonist project, full-deck HTS; inhibition, % at 9.3 µM; 5-hydroxytryptamine receptor 5A (Homo sapiens), P47898; HTR5A cell line, inverse agonism; hit rate 0.083% among 340,000; in the data active means inhibition mostly above about 23%, no sharp cut-off; inactive means mostly below about 18%;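 further: 0% = cells with DMSO and 100% = no-cell wells with DMSO; some compounds called inactive have numbers as strong as hits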
Target sequence (P47898 whole entry, looked up): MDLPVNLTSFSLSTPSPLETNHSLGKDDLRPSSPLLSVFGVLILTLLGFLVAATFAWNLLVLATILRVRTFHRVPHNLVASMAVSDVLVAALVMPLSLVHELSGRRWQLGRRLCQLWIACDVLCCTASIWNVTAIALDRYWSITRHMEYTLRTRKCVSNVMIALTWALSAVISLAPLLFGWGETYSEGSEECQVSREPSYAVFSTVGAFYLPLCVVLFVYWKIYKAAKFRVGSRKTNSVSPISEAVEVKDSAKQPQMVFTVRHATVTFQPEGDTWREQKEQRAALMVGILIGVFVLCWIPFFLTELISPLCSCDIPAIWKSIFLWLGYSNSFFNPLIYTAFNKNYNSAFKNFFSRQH
Wnt bcat act: Wnt/beta-catenin pathway activators, primary screen, cell-based, plate reader, single point | activation, % at 9.35 µM | Wnt/beta-catenin reporter cell assay, activator | hit rate 1.2% among 300,000; in the data active means activation above about 30%, passing the limit was not always enough;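 further: 0% = neutral control wells and 100% = positive control wells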
V-ATPase pHluor: regulators of yeast V-ATPase proton pumping, primary screen, pHLuorin cytosolic pH fluorescence. AID 504577, 2011. hit rate 0.37% among 350,000. S. cerevisiae. response, % at 10 µM; in the data active means response mostly above about 7.3%, no sharp cut-off; inactive means mostly below about 5.4%; further: actives read high; inactives centre near 0; some compounds called inactive have numbers as strong as hits; reference of the scale not given here
HTR5A ag: HTR5A agonists in luminescence cell assay, primary screen, counter-screen for OPRM1-OPRD1 heterodimer agonist project, full-deck HTS | 5-hydroxytryptamine receptor 5A (Homo sapiens), P47898 | cell-based | activation, % at 9.3 µM | hit rate 0.61% among 340,000; in the data active means activation mostly above about 9.5%, no sharp cut-off; inactive means mostly below about 7.6%;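 further: 0% = cells with vehicle only and 100% = reference agonist; strong numbers were not always called active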
dFosB activator: activators of delta FosB homodimer, primary screen, biochemical, fluorescence polarization, TAMRA-CDK5 oligo, single point | purified delta FosB; percent of positive-control signal above neutral wells | activation, % at 25 µM | hit rate 0.99% among 340,000;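 active means mean activation above about 17%, with every replicate also reaching it, limit read from the data, passing the limit was not always enough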;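 further: fluorescence polarization rise as delta FosB binds a TAMRA Cdk5 AP-1 oligo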
* hit, by the source's call; . = no result given.

The opening two entries, ahead of the listing:
SMILES | CDK5 p35 inh | SR-BI DiI inh | NSD2 inh | MITF TRPM1 HTS | PvdQ acylase | HTR5A inv ag | Wnt bcat act | V-ATPase pHluor | HTR5A ag | dFosB activator
COc1ccc2cc(C(=O)Nc3ccc(O)cc3)sc(=O)c2c1OC | . | 17 | -1 | 2 | 7 | -7 | 5 | 1 | 4 | 5
COc1cc(C(=O)O/N=C(\N)c2ccccn2)cc(OC)c1OC | 0.0 | 6 | -2 | . | -12 | -13 | 11 | 1 | -1 | -6

The whole of this part, from the first entry:
SMILES | CDK5 p35 inh | SR-BI DiI inh | NSD2 inh | MITF TRPM1 HTS | PvdQ acylase | HTR5A inv ag | Wnt bcat act | V-ATPase pHluor | HTR5A ag | dFosB activator
COc1ccc2cc(C(=O)Nc3ccc(O)cc3)sc(=O)c2c1OC | . | 17 | -1 | 2 | 7 | -7 | 5 | 1 | 4 | 5
COc1cc(C(=O)O/N=C(\N)c2ccccn2)cc(OC)c1OC | 0.0 | 6 | -2 | . | -12 | -13 | 11 | 1 | -1 | -6
CCOC(=O)Cc1csc(NC(=O)c2c(-c3ccccc3)noc2C)n1 | 3.3 | 31 | -4 | -6 | -14 | 2 | . | -3 | 4 | -10
O=C(/C=C/c1cccc(F)c1)NCCCn1ccnc1 | 1.7 | 0 | 0 | -4 | 1 | -15 | 0 | -4 | 4 | 3
CCCCC(=O)NC(=S)NNC(=O)CC | 0.0 | -36 | -3 | 1 | 2 | -9 | 0 | 2 | 4 | 0
CCCCOc1ccc(N2CC(C(=O)NCc3ccco3)CC2=O)cc1 (stereo not drawn) | -0.6 | . | -1 | 2 | -10 | 10 | 3 | -4 | -4 | -6
Cc1ccc(N(Cc2ccc([N+](=O)[O-])cc2)C(=O)c2ccco2)cc1 | 0.6 | -2 | -3 | . | -3 | -5 | -7 | 0 | -2 | 1
O=c1[nH]c2ccc(Cl)cc2c(-c2ccccc2)c1N1CCN(CCO)CC1 | -1.9 | -7 | 2 | 8 | -8 | 13 | . | -2 | 1 | 1
CC(C)(C)C(=O)O/N=C(\N)Cc1ccc(-c2csnn2)cc1 | 0.5 | -10 | -3 | -5 | -19 | -9 | 4 | -2 | 3 | -10
COc1ccc2nc(SCC(=O)N(C)CC(=O)Nc3ccc(F)cc3)[nH]c2c1 | -0.3 | 11 | 1 | 19 | -11 | -28 | 4 | 0 | 4 | -6
COc1ccc(CCNC(=O)c2c(-c3ccccc3)noc2C)cc1OC | -0.7 | -1 | 4 | -2 | -5 | -1 | -5 | 3 | 1 | 1
CC1CCCN(CCCNC(=O)c2ccc(N3CCCC3=O)cc2)C1 (stereo not drawn) | . | -17 | -7 | 4 | -9 | -28 | 1 | 3 | 2 | -2
Cc1cccc(C)c1NC(=O)C(C)c1ccc(-c2ccccc2)c(F)c1 (stereo not drawn) | 1.4 | 25 | 2 | -5 | -13 | -9 | . | 1 | 3 | 2
COc1ccccc1NC(=O)CC(c1ccc(OC(C)C)cc1)c1ccccc1OC (stereo not drawn) | . | 38 | -3 | -11 | -12 | -19 | -6 | -2 | 4 | -9
O=C(NC1CC1)c1cccc(NC(=O)C2CCC2)c1 | 0.2 | -24 | . | 4 | -4 | -9 | -1 | 3 | 2 | 1
Cc1ccc(C(=O)N2CCN(c3cccc(C)c3C)CC2)cc1S(=O)(=O)N1CCOCC1 | -1.5 | 32 | 1 | -11 | -10 | 3 | -2 | 0 | -1 | -12
COc1cc(SC)ccc1C(=O)OCC(=O)N1CC(=O)Nc2ccccc21 | 1.9 | 51 | 0 | 13 | 6 | 12 | -3 | 4 | -3 | -9
CCc1ccccc1NCc1cc(=O)oc2cc(C)ccc12 | -0.2 | . | 3 | 3 | -8 | -4 | 0 | 2 | 2 | -7
COc1cc(C)c(C)cc1S(=O)(=O)n1c(C)nc2ccccc21 | -0.2 | -15 | -2 | 16 | -6 | -6 | 1 | 5 | 2 | -9
COC(=O)/C(=N/Nc1ccccc1OC)N1CCCc2ccccc21 | 1.0 | 0 | 2 | . | -11 | 17 | 3 | -1 | -5 | -15
COc1ccc([N+](=O)[O-])cc1NC(=O)CCN1CCN(CCO)CC1 | -1.0 | . | -1 | 8 | -10 | 10 | -2 | 1 | -3 | -3
Cc1nc(-c2cccc(NS(=O)(=O)c3ccc4ccccc4c3)c2)cs1 | -0.3 | 5 | -5 | . | 11 | -7 | . | -1 | 0 | -2
O=C(O)C1C(c2ccccc2)C(C(=O)OCc2ccco2)C1c1ccccc1 (stereo not drawn) | -0.1 | -12 | 2 | 8 | -10 | -5 | . | -3 | 2 | 11
CCOC(=O)CNC(=O)c1cccnc1 | 0.0 | -17 | -2 | -3 | 9 | -19 | . | -1 | 4 | -2
Cc1ccc(N(CN2C(=O)NC(C)(C)C2=O)CN2C(=O)NC(C)(C)C2=O)cc1 | -0.2 | 4 | 0 | -4 | -9 | -13 | 7 | -3 | 2 | -3
COc1cc(/C=C/C(=O)c2ccc(F)cc2)cc(OC)c1OC | -0.6 | 17 | 0 | -43 | -10 | -10 | -1 | -1 | 4 | -3
Cc1ccnc(NC(=O)Cc2ccc([N+](=O)[O-])cc2)c1 | 3.0 | -19 | -1 | 11 | -7 | 4 | 0 | -2 | -1 | 3
CCCCNC(=O)CC1C(=O)N(Cc2ccccc2)C(C)c2nc3ccccc3n21 (stereo not drawn) | 2.5 | 16 | -4 | 6 | -7 | . | . | 0 | . | -7
Cc1ccc(C(=O)N2CCN=C2SCc2ccc([N+](=O)[O-])cc2)cc1 | -2.9 | 1 | 1 | -11 | -1 | 13 | 0 | 2 | -4 | -7
Cc1cc(/C=C(\C#N)C(=O)O)c(C)n1C1CC1 | 0.3 | -10 | 2 | 0 | -5 | 8 | . | -2 | 7 | -4
Cc1cc2ccccc2n2c(SCC(=O)Nc3ccc(S(=O)(=O)N4CCCCC4)cc3)nnc12 | 0.5 | 8 | 8 | -3 | 3 | 8 | . | -4 | 1 | -10
CCOC(=O)CSc1nc(C)c2ccc(C)cc2n1 | -1.9 | . | -2 | 2 | -11 | 6 | . | 0 | -1 | 0
O=C(NCC1CCCO1)c1cc(-c2ccncc2)nc2ccc(S(=O)(=O)N3CCOCC3)cc12 (stereo not drawn) | 0.7 | -27 | -2 | 4 | -14 | 2 | . | -1 | 4 | -4
N#Cc1c(/N=C/c2ccc(-c3ccccc3C(=O)O)o2)sc2c1CCCC2 | 2.9 | 6 | 45 | 38 | -2 | 1 | 9 | -1 | 0 | -10
CCC(=O)Nc1ccc2nc(C)n(Cc3ccccc3Cl)c(=O)c2c1 | -1.6 | 15 | -3 | 16 | -4 | 10 | . | -2 | -2 | -9
Cc1ccc(-c2nnc(COC(=O)c3cc(=O)[nH]c4ccccc34)o2)cc1 | 2.6 | -5 | . | 4 | -14 | -15 | 2 | -5 | 6 | -6
COc1ccccc1-c1cc(C(F)(F)F)n2ncc(S(=O)(=O)c3ccccc3)c2n1 | 0.2 | 38 | -3 | . | 1 | 24 | . | -5 | 4 | 4
CCSc1nnc(NC(=O)CSc2nccn2-c2cccc(C)c2)s1 | -0.7 | -31 | 4 | -1 | 1 | 1 | . | 1 | 0 | -4
NNC(=O)CN(CCc1ccccc1)S(=O)(=O)c1ccc(Cl)cc1 | -0.3 | -4 | 0 | -1 | 5 | -12 | -9 | 1 | 4 | 3
COc1ccc(NC(=O)CCC(=O)N(Cc2ccc(OC)c(OC)c2)c2nccs2)cc1 | -1.4 | 12 | -1 | 2 | 2 | 4 | . | 0 | -1 | -1
O=C(C1CCN(c2nnc(-n3cccc3)s2)CC1)N1CCN(Cc2ccc3c(c2)OCO3)CC1 | -0.1 | -8 | . | -2 | 5 | -9 | -6 | 4 | 3 | 2
c1ccc(-c2c[nH]c3[n+]2CCCCC3)cc1 | 2.0 | -16 | 4 | 16 | -17 | -10 | . | 1 | 3 | 1
Cc1cc(C)cc(NC(=O)Cn2ncn3c(cc4ccccc43)c2=O)c1 | 4.7 | 18 | 30 | -8 | 9 | -20 | 0 | 4 | -3 | -1
CCn1c(-c2ccc(C(C)(C)C)cc2)n[nH]c1=S | 4.3 | 10 | 1 | -2 | -1 | 6 | . | 1 | -2 | -6
COc1cccc(NC(=S)NC(=O)/C=C/c2ccco2)c1 | -3.4 | 1 | 4 | 2 | -5 | -12 | 10 | 1 | 14 | -9
COc1ccc(NS(=O)(=O)c2cccc(C(=O)NN=Cc3ccc(OC)c(O)c3)c2)cc1 | 0.1 | 14 | 0 | -1 | 0 | -26 | -1 | 3 | 7 | 7
COC(=O)C1=C(C(=O)OC)[C@@H]2N(Cc3ccccc3)c3ccccc3[C@@]23C[C@@H](C(=O)OC)N=C3N1 | 3.3 | -29 | . | 14 | -6 | -8 | -2 | 2 | 1 | -8
C=CCOc1c(CCC)cc(CCC)cc1C(N)=O | -1.1 | 5 | . | 0 | -1 | 3 | -2 | 4 | -1 | -5
CCc1ccc(NC(=O)CSc2nc3n[nH]c(C)c3c(=N)n2-c2cccc(OC)c2)cc1 | -0.6 | -123 | -2 | -18 | -4 | -15 | -5 | 3 | -2 | 42*
COc1ccc(Br)cc1/C=N/Nc1cccc(C(=O)O)c1 | -4.6 | 0 | 8 | 12 | 0 | 5 | 0 | -3 | -1 | -18
(next part)
SMILES | CDK5 p35 inh | SR-BI DiI inh | NSD2 inh | MITF TRPM1 HTS | PvdQ acylase | HTR5A inv ag | Wnt bcat act | V-ATPase pHluor | HTR5A ag | dFosB activator
O=C(CCNS(=O)(=O)c1cccc2nonc12)NC1CCCCCC1 | 4.5 | -28 | -3 | 10 | 0 | 6 | 3 | -8 | -2 | 3
O=C(CCS(=O)(=O)c1ccc(F)cc1)Nc1nc(-c2ccccn2)cs1 | -1.2 | 8 | 0 | -49 | 4 | 19 | -2 | -4 | -5 | -5
Cc1ccc(N2CC(C(=O)Nc3ccccc3C(=O)NC3CCCCC3)CC2=O)cc1C (stereo not drawn) | 0.2 | 32 | 3 | 0 | -19 | 14 | . | 1 | -6 | -9
COc1cc(CN2CCNC(=O)C2CC(=O)N(C)Cc2cccnc2)cc(OC)c1 (stereo not drawn) | -1.2 | -19 | 0 | 8 | -9 | 15 | -2 | 2 | 8 | -2
CC(C)C[C@H](NC(=O)C1CC(=O)N(c2ccc3c(c2)OCO3)C1)C(=O)NC1CCCC1 (stereo partly drawn) | . | -16 | 1 | 3 | -10 | 8 | 0 | 1 | -2 | -4
Cc1nn(C(=O)CCCC(=O)NCc2ccccc2)c2ccccc12 | 0.4 | 24 | 2 | 0 | -8 | 0 | -4 | 5 | 0 | -9
CCn1c(NCc2cccs2)nc2ccccc21 | -0.4 | . | 0 | -1 | 9 | 0 | -1 | 0 | 0 | -8
O=C(CSc1nccc(=O)[nH]1)N1CCN(c2ccccc2)CC1 | 0.6 | -14 | 0 | -2 | 6 | -7 | -12 | 1 | 3 | 1
O=C(/C=C/Nc1ccc(Oc2ccccc2)cc1)c1ccco1 | -5.0 | -1 | -1 | 75 | -17 | -15 | 59* | 4 | 6 | -2
CC(C)Oc1c(Cl)cc(CNC(C)(C)CO)cc1Cl | 4.2 | 0 | -2 | -6 | 4 | -12 | . | 1 | -4 | 0

Bioassay records as filed in PubChem BioAssay.

Not a hit list; any-hit rate near 5%.
